LNCaP diff act: promotes differentiation of LNCaP prostate cells | flow cytometry side scatter, 4 d | side scatter shift, % at 10 µM | actives 0.56% (n = 24,000) | AID 795;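 active means side scatter shift above 30%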;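 further: androgen-responsive LNCaP prostate cancer cells in charcoal-stripped serum medium; percent of cells past a gate set so DMSO wells show 10% shift; higher shift means more granular cells and more differentiation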
VLA-4 allo ag: allosterically activates the human VLA-4 integrin | P13612 | Jurkat cells, LDV-FITC binding, flow cytometry | activation, % at 10 µM (by protocol) | 24,000 tested, under 10 active | AID 528;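 active means fluorescent ligand binding to cells raised by more than 40% of the manganese-induced maximum; inconclusive means compound's own fluorescence above 85% of the ligand control signal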;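 further: 0% = ligand binding without compound and 100% = manganese-stimulated maximal binding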
Target sequence (P13612 whole entry, looked up): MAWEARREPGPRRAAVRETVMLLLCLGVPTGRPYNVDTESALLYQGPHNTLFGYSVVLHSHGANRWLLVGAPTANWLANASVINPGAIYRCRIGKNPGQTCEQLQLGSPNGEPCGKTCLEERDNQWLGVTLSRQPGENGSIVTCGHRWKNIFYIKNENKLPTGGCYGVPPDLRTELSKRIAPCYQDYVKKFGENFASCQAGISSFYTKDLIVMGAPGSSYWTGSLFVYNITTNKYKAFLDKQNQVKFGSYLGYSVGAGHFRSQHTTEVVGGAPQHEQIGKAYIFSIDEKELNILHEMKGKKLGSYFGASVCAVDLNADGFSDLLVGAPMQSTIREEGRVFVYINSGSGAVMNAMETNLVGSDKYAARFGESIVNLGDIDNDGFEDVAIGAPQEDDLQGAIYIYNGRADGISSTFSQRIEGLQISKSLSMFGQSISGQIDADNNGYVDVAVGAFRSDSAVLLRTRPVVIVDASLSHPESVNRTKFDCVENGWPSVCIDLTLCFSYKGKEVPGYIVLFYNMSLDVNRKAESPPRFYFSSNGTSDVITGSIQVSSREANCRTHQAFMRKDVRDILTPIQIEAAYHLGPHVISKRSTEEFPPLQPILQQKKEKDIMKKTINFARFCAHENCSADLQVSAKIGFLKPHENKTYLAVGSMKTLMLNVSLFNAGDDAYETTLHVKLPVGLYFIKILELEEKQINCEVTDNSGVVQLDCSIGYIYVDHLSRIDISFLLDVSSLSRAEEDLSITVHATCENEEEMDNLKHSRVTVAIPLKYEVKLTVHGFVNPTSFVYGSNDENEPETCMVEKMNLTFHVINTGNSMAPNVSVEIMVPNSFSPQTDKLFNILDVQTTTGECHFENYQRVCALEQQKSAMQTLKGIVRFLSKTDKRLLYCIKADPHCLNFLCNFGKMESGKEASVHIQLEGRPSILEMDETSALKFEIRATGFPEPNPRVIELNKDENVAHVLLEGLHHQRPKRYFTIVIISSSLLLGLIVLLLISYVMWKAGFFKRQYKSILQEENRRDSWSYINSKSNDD
VLA-4 antagonist: inhibition of LDV-FITC ligand binding to human VLA-4 integrin | P13612 | Jurkat cells, LDV-FITC binding with Mn2+, flow cytometry; 100% = Mn2+-driven binding gain fully reversed | inhibition, % at 10 µM (by protocol) | actives 0.2% (n = 24,000) | AID 529;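 active means inhibition above 50%; inconclusive means compound itself fluorescent, judged against control cell fluorescence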;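 further: 0% = Mn2+ stimulated cells lacking compound and 100% = ligand binding without Mn2+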
Autofluor Jurkat: compound fluoresces in Jurkat cells, VLA-4 screen interference | fluorescence ratio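 (tested at 10 µM compound in the well)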 | AID 576 | actives 0.61% (n = 24,000) | compound autofluorescence, flow cytometry; active compounds read high; 1 = vehicle-only cell background;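 active means fluorescence ratio above 2.44, which is 1 plus 3 SD of all ratios; inconclusive means signal too bright to measure linearly, ratio around 10 or more; inactive means fluorescence ratio below 2.44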;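 further: green fluorescence of cells measured with 488 nm excitation and 530 nm emission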
Active calls of the source: *; ? = inconclusive; / = no result given. These rows are one share of the data; rates above refer to the full screens.

SMILES	LNCaP diff act	VLA-4 allo ag	VLA-4 antagonist	Autofluor Jurkat
CCn1c2ccccc2c2nc3cc(OC)c(OC)cc3nc21	5	-3	0	1.2
COc1ccccc1-c1cc(C(=O)Nc2cc(C)on2)no1	8	9	-5	1.1
Cc1nc2cc(-n3ccc(=O)cc3)ccc2n1-c1ccccc1	10	3	-20	1.1
COC(=O)C1=C(C)NC(C)=C(C(=O)OC)C1c1cc2cc(C)ccc2[nH]c1=O	10	4	-2	0.98
Cc1ccc(NC(=O)Cc2nn(C)c(=O)c3ccccc23)cc1F	3	5	9	1
COc1ccccc1Nc1nc(N)nc(-c2cc3ccccc3o2)n1	14	4	-13	1
CCOC(=O)c1ccccc1NC(=O)Cn1cnc2c(cnn2C(C)(C)C)c1=O	14	-5	12	1.1
COc1cccc(CNC(=O)C2CCN(S(=O)(=O)c3cccc4cccnc34)CC2)c1	10	?	?	0.85
CC(N)C12CC3CC(C1)CC(C(C)N)(C3)C2 (stereo not drawn)	10	-2	-2	1
O=C(NCC1CCCO1)c1ccc(CS(=O)(=O)c2ccc(Br)cc2)o1 (stereo not drawn)	8	0	17	1
CC(=O)N1CCc2cc(S(=O)(=O)NCCC(=O)Nc3cccc(C)c3C)ccc21	7	2	-2	1.1
Cc1ccc(C)c(CN2CCNC2=O)c1	4	-2	-2	1.1
Cc1ccc(S(=O)(=O)N(CC(O)CN2CCCCC2)c2ccccc2)cc1 (stereo not drawn)	12	-3	16	1.1
CCOC(=O)c1oc2ccccc2c1NC(=O)c1ccccc1OC	6	-2	-6	1.1
COc1ccccc1NC(=O)CN1CCN(CC(=O)Nc2cc(NC(C)=O)ccc2OC)CC1	3	-2	11	0.97
CCc1cccc(OCC(=O)Nc2ccc(S(=O)(=O)Nc3onc(C)c3C)cc2)c1	5	1	-3	1
CCOc1ccc(CNC(=O)C2CCN(S(=O)(=O)CC)CC2)cc1OC	10	-2	-5	1.1
Cc1cccc(OCC(=O)Nc2ccc(N3CCCC3)cc2)c1C	1	-6	-4	1.1
CC(=O)Nc1ccc(N2C(=O)CSC2c2ccc(F)cc2)cc1 (stereo not drawn)	1	3	-2	0.98
Cc1ccc2c(c1)c(-c1ccccc1)nc1nncn12	4	-4	8	1.2
CC(Sc1nnc(Cn2c(=O)sc3ccccc32)n1C)c1ccccc1 (stereo not drawn)	5	0	-1	1
COc1ccc(-n2c(SCCC(=O)O)nnc2-c2ccncc2)cc1	5	1	-12	0.98
CCN(C(=O)CCS(=O)(=O)c1ccc(Br)cc1)c1ccc2c(c1)OCO2	7	7	14	1.1
CN(CC(=O)NC1CCCCCCC1)S(=O)(=O)c1cccc2cccnc12	7	4	-27	1.2
CC1Cc2ccccc2N1C(=O)Cn1c(=O)oc2cc(S(=O)(=O)NC3CCCC3)ccc21 (stereo not drawn)	6	-3	?	1.1
CN(C)c1ccc(C(=O)N2CC(=O)N(CCc3ccccc3)C(=O)C2)cc1	8	5	-7	1
CCOC(=O)CSc1nnc(CCc2nc3ccccc3[nH]2)n1C	9	4	-4	1.1
Cn1c(=O)cc(OCC(=O)NCc2cccnc2)c2ccccc21	10	8	-2	0.97
COc1cccc(NC(=O)CSc2nnc(Cn3c(=O)sc4ccccc43)n2C)c1	2	-2	-1	1.1
CN(C(=O)CSc1nc(N)nn1-c1ccccc1)c1ccccc1	7	3	0	1
O=S(=O)(NCCc1csc(-c2ccccc2)n1)c1ccc2c(c1)OCCO2	10	-9	19	1
O=c1[nH]c(-c2ccccc2)c(-c2ccccc2)[nH]1	3	-2	9	1.1
O=C(NCc1ccco1)c1scc2c1OCCO2	15	1	-11	1
O=C(CSc1nnc(-c2cccnc2)o1)OC1CCCCC1	4	2	-12	0.93
CCOC(=O)c1nnn(-c2nonc2N)c1CNc1ccccc1	8	-5	4	1.1
Cc1cc(S(=O)(=O)NCc2ccco2)c(C)s1	9	?	?	2.1
CCOC(=O)N1CCC(N2CC34C=CC(O3)C(C(=O)Nc3ccc(C(C)C)cc3)C4C2=O)CC1 (stereo not drawn)	12	6	-6	0.96
CCC1(C)OC(=O)N2CCc3c(C)[nH]c4c(C)ccc(c34)C21C (stereo not drawn)	5	-4	21	1
NC(=O)c1sc(=S)n(-c2ccc(Br)cc2)c1N	8	-2	-1	1.1
COC(=O)/C=c1/s/c(=C(/C#N)C(=O)N2CCOCC2)n(-c2ccccc2)c1=O	4	-2	-1	1.1
CCOc1ccc(CCNC(=O)CN(C)S(=O)(=O)c2ccc3c(c2)CCC(=O)N3)cc1OCC	10	1	-6	1.2
CCOc1ccc2[nH]c(=O)c(C(c3nnnn3Cc3ccco3)N3CCC(C)CC3)cc2c1 (stereo not drawn)	13	1	-8	1.1
CCc1nnc(NC(=O)c2ccc(COc3ccc(C)cc3)o2)s1	13	6	-3	1
COc1ccc(N(CC(=O)O)S(=O)(=O)c2ccc(OC)c(OC)c2)cc1	4	11	-31	0.93
COc1ccc2c(CC(=O)Nc3nnc(C4CC4)s3)coc2c1	7	4	-10	1.2
CNC(=O)Cn1ncc2c(C)n(Cc3ccc(C)cc3)c(C)c2c1=O	12	-9	22	1
CCOC(=O)N1CCN(Cc2nc3c(c(=O)[nH]c(=O)n3C)n2Cc2ccccc2C)CC1	11	3	4	1.1
Cn1c2c(c(=O)n(C)c1=O)C(NC(=O)C(C)(C)C)(C(F)(F)F)C(=O)N2 (stereo not drawn)	13	-3	2	1
CCCN1Cc2cccc(C(=O)Nc3ccc(N4CCN(CC)CC4)cc3)c2C1=O	13	-5	-2	1
COC(=O)Nc1ccc(S(=O)(=O)Nc2ccccc2F)cc1	1	0	10	1
Cc1ccc(C(=O)Nc2ccc3c(c2)OCO3)o1	18	0	-10	1.1
Cn1c(C(=O)NCCCN2CCCCC2)cc2sccc21	13	-10	?	1.2
Cc1ccc(-n2c(C)nc3c(cnn3-c3ccc(F)cc3)c2=O)cc1C	10	?	?	1.1
O=C(NCc1cccnc1)C1CC(c2ccc(F)cc2)=NO1 (stereo not drawn)	3	-5	-5	1
O=C(NCCCN1CCOCC1)c1csc2c1CCCC2	7	-2	-3	1
CC1(C)Cc2c(sc3c2C2=NCCN2C=N3)CO1	11	1	0	1.2
Cc1ccccc1Nc1nc(N)nc(CSCc2c(C)noc2C)n1	9	3	-12	1.1
O=C1NCCN1C(=O)c1ccco1	5	-2	10	1.1
CC(=O)Nc1ccc2[nH]c3ccccc3c2c1	13	1	-13	1
CC1(C)OC(=O)C(C(c2ccccc2)C(C#N)C(N)=O)=C(O)O1 (stereo not drawn)	7	-6	2	1.1

Reformatted in markdown: 14 of the compounds above.
| Compound | LNCaP diff act | VLA-4 allo ag | VLA-4 antagonist | Autofluor Jurkat |
| --- | --- | --- | --- | --- |
| CCOC(=O)N1CCN(Cc2nc3c(c(=O)[nH]c(=O)n3C)n2Cc2ccccc2C)CC1 | 11 | 3 | 4 | 1.1 |
| Cn1c2c(c(=O)n(C)c1=O)C(NC(=O)C(C)(C)C)(C(F)(F)F)C(=O)N2 (stereo not drawn) | 13 | -3 | 2 | 1 |
| CCCN1Cc2cccc(C(=O)Nc3ccc(N4CCN(CC)CC4)cc3)c2C1=O | 13 | -5 | -2 | 1 |
| COC(=O)Nc1ccc(S(=O)(=O)Nc2ccccc2F)cc1 | 1 | 0 | 10 | 1 |
| Cc1ccc(C(=O)Nc2ccc3c(c2)OCO3)o1 | 18 | 0 | -10 | 1.1 |
| Cn1c(C(=O)NCCCN2CCCCC2)cc2sccc21 | 13 | -10 | ? | 1.2 |
| Cc1ccc(-n2c(C)nc3c(cnn3-c3ccc(F)cc3)c2=O)cc1C | 10 | ? | ? | 1.1 |
| O=C(NCc1cccnc1)C1CC(c2ccc(F)cc2)=NO1 (stereo not drawn) | 3 | -5 | -5 | 1 |
| O=C(NCCCN1CCOCC1)c1csc2c1CCCC2 | 7 | -2 | -3 | 1 |
| CC1(C)Cc2c(sc3c2C2=NCCN2C=N3)CO1 | 11 | 1 | 0 | 1.2 |
| Cc1ccccc1Nc1nc(N)nc(CSCc2c(C)noc2C)n1 | 9 | 3 | -12 | 1.1 |
| O=C1NCCN1C(=O)c1ccco1 | 5 | -2 | 10 | 1.1 |
| CC(=O)Nc1ccc2[nH]c3ccccc3c2c1 | 13 | 1 | -13 | 1 |
| CC1(C)OC(=O)C(C(c2ccccc2)C(C#N)C(N)=O)=C(O)O1 (stereo not drawn) | 7 | -6 | 2 | 1.1 |

Following part:
SMILES	LNCaP diff act	VLA-4 allo ag	VLA-4 antagonist	Autofluor Jurkat
O=C(Cn1cc2c(n1)CCCC2)NCCc1ccccc1	7	2	-2	1
CC(CCc1ccccc1)NC(=O)C1CCN(C(=O)c2sccc2-n2cccc2)CC1 (stereo not drawn)	16	-7	5	1.1
COC(=O)c1nc2n(n1)C(c1ccc(OC)c(OC)c1OC)C1=C(CCCC1=O)N2 (stereo not drawn)	11	2	2	1
N#CCCN(Cc1cccnc1)C(=O)Nc1ccc(Cl)c(Cl)c1	3	-1	-20	0.9
COCc1ccc2oc(C(=O)O)cc2c1	10	-2	21	1.1
CCn1nnnc1SCC(=O)Nc1nc(-c2cccs2)cs1	8	-3	-2	1.1
Cc1cc(NC(=O)NC2(C(F)(F)F)Oc3ccc(Cl)cc3O2)no1 (stereo not drawn)	0	7	-2	0.95
CCOC(=O)N1CCN(C(=O)CN2C(=O)COc3ccc(C)cc32)CC1	3	5	-7	1
CN=C(C)C1=C(O)C(C(=O)OC)C(C)(C)CC1=O (stereo not drawn)	12	4	-12	1
CCCCOC(=O)CN1C(=O)c2ccc(C(=O)OCCCC)cc2C1=O	8	-14	-2	1.1
CCCc1cc(-n2ccnc2)n2c(nc3ccccc32)c1C#N	11	?	?	?
CCc1cc2c(CN3CCN(CCO)CC3)cc(=O)oc2cc1O	10	-3	-1	1
CCn1c(C(=O)N2CCC(C(=O)NCc3ccc4c(c3)OCO4)CC2)cc2sccc21	10	-12	-7	0.98
Cc1cc(Nc2cc(F)ccc2C)n2nc(C)nc2n1	11	-3	-9	0.95
NC(N)=Nc1nc(CSCC/C(N)=N/S(N)(=O)=O)cs1	0	-3	-10	1
COC(=O)CSC1=C(C#N)C(c2cccc(F)c2)CC(=O)N1 (stereo not drawn)	15	12	-40	0.92
COc1cc(NC(=O)C2CCCN2S(=O)(=O)c2cccc3cccnc23)cc(OC)c1OC (stereo not drawn)	14	1	0	1
CN(C)c1ccc(C(=O)Nc2nnc(-c3ccc(Cl)cc3)o2)cc1	10	-1	-2	1.1
CCOc1ccccc1NC1c2ccccc2C(=O)N1Cc1ccco1 (stereo not drawn)	3	2	16	0.88
COC(=O)c1c(O)ccc(Oc2ccccc2)c1C(=O)OC	7	-4	-4	0.96
CCOC(=O)N1CCN(c2c(NC3CCN(Cc4ccccc4)CC3)c(=O)c2=O)CC1	10	?	?	0.91
Cc1noc(/C=C/N(C)C)c1S(=O)(=O)N1CCCC(C(=O)NC2CCCCC2C)C1 (stereo not drawn)	14	-9	15	1.1
CC#CCCCC(=O)Nc1ccc(C(=O)O)cc1	13	?	?	1.6
O=C(Nc1ccc(Cl)c(Cl)c1)Nc1cc(C(=O)N2CCOCC2)ccc1N1CCCCC1	14	1	3	1
O=C1N(CN2CCN(c3cccc(Cl)c3)CC2)c2ccccc2C12OCCCO2	4	3	-3	0.99
Cc1ccc2nc(NCCCN3CCOCC3)c(C=NCCCN3CCOCC3)c(=O)n2c1	11	8	-44	1
CCSc1ccc2nnc(-c3cccc(F)c3)n2n1	3	-14	-6	0.97
O=C(NCCc1c[nH]c2ccccc12)C(F)(F)C(F)F	/	-4	6	1.1
O=c1cc(N2CCOCC2)[nH]c(=O)n1C1CCCCC1	11	1	13	1
COC(=O)C1C2C=CC3(CN(C(C)C)C(=O)C13)O2 (stereo not drawn)	6	1	0	0.98
COc1ccc(NC(=O)CCS(=O)(=O)c2ccc3c(c2)CCCN3C(C)=O)cc1	1	3	-12	1
O=C(C1CCN(c2ncnc3c2sc2cccc(F)c23)CC1)N1CCOCC1	6	?	?	1.4
CCC(C)(C(=O)NC1CCCC1)N(C(=O)CNC(C)=O)c1ccccc1 (stereo not drawn)	7	5	-10	1
CCn1cc(C(=O)O)c(=O)c2cc(S(=O)(=O)N(C)C)ccc21	4	0	-4	1.1
CCS(=O)(=O)N1CCC(C(=O)NCCC2=CCCCC2)CC1	12	3	-15	1.1
C=Cn1c(N2CCOCC2)nc2c1c(=O)[nH]c(=O)n2C	3	0	-26	1
CCOC(=O)c1c(CN2CCCCC2)n(C)c2ccc(OC)c(S(=O)(=O)c3ccccc3)c12	5	1	6	1.1
C=CCn1c(COc2ccccc2)nnc1SCC(=O)C(C)(C)C	3	9	-16	0.9
O=C(c1ccc2c(c1)OCO2)N1CCCN(C(=O)c2ccc3c(c2)OCO3)CC1	2	0	-28	0.88
